# From PubChem
# RORgamma inh = qHTS for inhibitors of ROR gamma transcriptional activity | Nuclear receptor ROR-gamma (Mus musculus), P51450 | Drosophila S2 Gal4-RORgamma UAS-luciferase reporter, 20 h | Potency, µM (doses to about 53.6 µM), without a hit: at the highest dose activity change, negative = inhibition, actives largely listed as inhibitors | hit rate 5.4% among 310,000; also: potency is read from the fitted curve at half-maximal effect; % is scaled to controls: 0 for no effect and ±100 for the full control effect; nearly all actives have a fitted effect of over 60% in size
#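 Read-out: Photinus luciferase luminescence; inhibitors lower reporter signal. Insect Schneider cells with Gal4-ROR gamma fusion under metallothionein promoter, UAS reporter; 700 uM final copper sulfate induction, 20 hr, ambient temperature.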
# BRCA1 expr act = qHTS Assay to Identify Small Molecule Activators of BRCA1 Expression; hit rate 1.1% among 380,000; Potency, µM (top dose mostly 46.1 µM), without a hit: at the top dose activation, most hits filed as activators; MCF7-BRCA1-FFLuc reporter, luminescence, 48 h; response scale: scaled: vehicle 0%, 10 µM genistein 100%; AID 624202, 2012; also: potency is read from the fitted curve at half-maximal effect; nearly all actives have a fitted effect of over 80% in size; some results filed as inactive show a strong effect at the top dose
#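 MCF7 cells carrying a BRCA1-firefly luciferase reporter (2000 cells/well, phenol-red free MEM) were attached for 2 h at 37 °C, then given compounds for 48 h. Luminescence was read 15 min after luciferase reagent; activity normalized to genistein (10 microM) and DMSO.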
# VP16 counter = VP16 counterscreen qHTS for inhibitors of ROR gamma transcriptional activity; Drosophila S2 Gal4-VP16 UAS-luciferase, luminescence, 20 h; Potency, µM (series often up to 53.6 µM), for the others: top-dose activity, negative = inhibition, usual class: inhibitors; hit rate 3.5% among 310,000;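 also: Gal4-VP16 expression switched on by copper sulfate through the metallothionein promoter; potency is read from the fitted curve at half-maximal effect; % is scaled to controls: 0 for no effect and ±100 for the full control effect; nearly all actives have a fitted effect of over 50% in size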
# p53 reactivation = qHTS assay for re-activators of p53 using a Luc reporter. hit rate 0.063% among 320,000. H1299 p53-A138V BP100-luciferase reporter, luminescence, 24 h. Potency, µM (series often up to 92.2 µM), for inactives: at the highest dose activity change, positive = activation, actives largely listed as activators; also: potency is read from the fitted curve at half-maximal effect; % of control where 0% means no effect; nearly all actives have a fitted effect of over 45% in size
#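 p53-null H1299 cells stably carrying temperature-sensitive p53-A138V and a BP100-luciferase reporter were pinned with compounds (4-point, 1:5 series) and held 24 hrs at 37 deg C. Luminescence was read 10 min after detection reagent.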
# NPC1 promoter act = qHTS Assay for NPC1 Promoter Activators; hit rate 2.4% among 320,000; Potency, µM (top dose mostly 9.22 µM), without a hit: top-dose activation, most hits filed as activators; Huh7 NPC1 promoter luciferase reporter, 24 h; AID 485313, 2010;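 also: potency is read from the fitted curve at half-maximal effect; % of control where 0% means no effect; nearly all actives have a fitted effect of over 60% in size; reporter is driven by a mutant NPC1 promoter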
#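 Cells: Huh7 expressing luciferase under the NPC1 promoter, 1500/well. Seeded 2 h, compound added, incubated 24 h at 37 °C. Luciferase reagent, 10 min ambient, then luminescence.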
# ELG1 genotox = qHTS screen for small molecules that induce genotoxicity in human embryonic kidney (HEK293T) cells expressing luciferase-tagged ELG1. HEK293T ELG1-luciferase reporter, luminescence, 16 h. Potency, µM (doses to about 46 µM), without a hit: at the highest dose activity change, positive = activation, usual class: activators. hit rate 1.3% among 330,000; also: potency is read from the fitted curve at half-maximal effect; % of control where 0% means no effect; nearly all actives have a fitted effect of over 60% in size
#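 Genotoxic stress is detected as increased luminescence from luciferase-tagged ELG1 in HEK293T cells, measured with ONE-Glo after a 16 hr treatment at 37 °C.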
# Rab9 promoter act = qHTS Assay for Rab9 Promoter Activators. Huh7 Rab9 promoter-luciferase reporter, luminescence, 24 h. Potency, µM (titrated, usually from 9.22 µM), for inactives: at the highest dose activation, negative = inhibition, hits mostly activators. hit rate 2.8% among 320,000; also: potency is read from the fitted curve at half-maximal effect; % of control where 0% means no effect; nearly all actives have a fitted effect of over 60% in size
#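 Huh7 cells stably carrying a Rab9 promoter-luciferase reporter, 1500 cells per well in OP-MEM I with 10% FBS, treated with compound 24 hours at 37C. Luciferase activity read by luminescence after 10 minutes with Amplite reagent.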
# Tb PFK block = qHTS Assay to Find Inhibitors of T. brucei phosphofructokinase; ATP-dependent 6-phosphofructokinase (Trypanosoma brucei brucei), O15648; T. brucei PFK, ADP-Glo luminescence; Potency, µM (series often up to 57.5 µM), for inactives: top-dose activity, negative = inhibition, hits mostly inhibitors; hit rate 0.17% among 330,000;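 also: potency is read from the fitted curve at half-maximal effect; 0% = uninhibited 1x PFK enzyme wells and -100% = no-enzyme wells; nearly all actives have a fitted effect of over 60% in size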
#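 Activity is normalized to no-enzyme wells (full inhibition) and 1.25 nM enzyme wells (no inhibition). Reaction: 0.5 mM F6P, 0.1 mM ATP, 45 min RT, ADP-Glo luminescence; concentration-response curves fitted and classed by quality.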
# TRPV1 agonist = HTS Assay for Compounds that Act as Agonists of the Vanilloid Receptor 1; Transient receptor potential cation channel subfamily V member 1 (Homo sapiens), Q8NER1; TRPV1-expressing cells, Fluo-8 calcium influx, agonist mode; activation, % at 8.33 µM; hit rate 0.19% among 320,000; in the data active = activation above about 80%; inconclusive = between about 30% and that limit; also: 0% is about no effect
# Target sequence (Q8NER1 whole entry, looked up): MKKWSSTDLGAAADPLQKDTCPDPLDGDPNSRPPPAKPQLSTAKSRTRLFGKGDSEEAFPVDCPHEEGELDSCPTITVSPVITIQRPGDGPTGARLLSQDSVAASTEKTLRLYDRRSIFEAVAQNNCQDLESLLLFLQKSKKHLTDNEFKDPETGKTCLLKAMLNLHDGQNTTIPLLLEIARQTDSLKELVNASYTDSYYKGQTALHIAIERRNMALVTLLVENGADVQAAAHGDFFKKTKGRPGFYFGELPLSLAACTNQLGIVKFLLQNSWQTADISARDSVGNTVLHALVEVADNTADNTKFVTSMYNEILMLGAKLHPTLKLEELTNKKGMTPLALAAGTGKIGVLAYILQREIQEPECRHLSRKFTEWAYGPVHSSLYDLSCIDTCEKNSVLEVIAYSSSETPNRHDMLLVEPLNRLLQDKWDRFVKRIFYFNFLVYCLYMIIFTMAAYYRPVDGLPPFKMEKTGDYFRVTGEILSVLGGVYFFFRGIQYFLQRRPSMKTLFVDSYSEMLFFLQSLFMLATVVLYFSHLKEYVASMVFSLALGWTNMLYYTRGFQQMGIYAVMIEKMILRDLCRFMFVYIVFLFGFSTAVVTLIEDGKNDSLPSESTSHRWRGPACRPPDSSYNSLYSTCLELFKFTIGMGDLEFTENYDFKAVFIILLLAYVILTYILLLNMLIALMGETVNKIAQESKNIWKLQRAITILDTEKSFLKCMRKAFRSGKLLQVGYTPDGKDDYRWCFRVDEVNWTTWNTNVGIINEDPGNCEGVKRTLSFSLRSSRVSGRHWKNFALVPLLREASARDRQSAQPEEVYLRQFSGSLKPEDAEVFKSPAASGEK
#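 Fluo-8 calcium influx in TRPV1-expressing cells, kinetic read (ex 480/em 520 nm). Compound added and read 3 min for agonist activity, followed by capsaicin at EC20 final and 2 min further read for enhancement.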
# ELG1 DNA repair = qHTS screen for small molecules that inhibit ELG1-dependent DNA repair in human embryonic kidney (HEK293T) cells expressing luciferase-tagged ELG1 | hit rate 2.3% among 330,000 | HEK293T ELG1-luciferase reporter, luminescence, 16 h; DNA damage induced by 5-fluorouridine | AID 504467, 2011 | Potency, µM (highest dose often 46.1 µM), for inactives: top-dose activity change, negative = inhibition, usual class: inhibitors; also: potency is read from the fitted curve at half-maximal effect; % is scaled to controls: 0 for no effect and ±100 for the full control effect; nearly all actives have a fitted effect of over 55% in size
#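 Luminescence from the luciferase reporter, measured 30 min after ONE-Glo reagent at room temperature, was the read-out. Beforehand, 2,000 cells per well were exposed for 16 hr at 37 °C to 5-fluorouridine together with compound or vehicle.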
# FLuc counter = qHTS profiling assay for firefly luciferase inhibitor/activator using purifed enzyme and Km concentrations of substrates (counterscreen for miR-21 project). Potency, µM (doses to about 57.5 µM), inactives show at the top dose activity change, negative = inhibition, most hits filed as inhibitors. purified FLuc, Km substrates, luminescence inhibition. AID 588342, 2011. hit rate 6.9% among 360,000;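 also: potency is read from the fitted curve at half-maximal effect; plate controls were vehicle for no effect and reference inhibitor for full effect; nearly all actives have a fitted effect of over 55% in size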
#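 Purified P. pyralis luciferase, 10 nM final, with Km-level 10 uM D-luciferin and 10 uM ATP in 50 mM Tris acetate pH 7.5, 10 mM Mg acetate, 0.01% Tween-20, 0.05% BSA; 6-point qHTS titration about 60 µM downward; luminescence read.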
# The depositor's hits bear a star; u = inconclusive; x = no result given; [ ] = dose if it differs, or a comment. Unless noted, calls follow the shape of the dose curve; as a rule, active = well fitted curve in the direction sought with a large enough effect; inconclusive = small, poorly fitted or top-dose-only effect, or another doubt; inactive = no such curve, though single readings can be large; an effect the other way counts as inactive or inconclusive.
SMILES,RORgamma inh,BRCA1 expr act,VP16 counter,p53 reactivation,NPC1 promoter act,ELG1 genotox,Rab9 promoter act,Tb PFK block,TRPV1 agonist,ELG1 DNA repair,FLuc counter
CC(/C=N/NC(=O)c1cc(C(C)(C)C)[nH]n1)=C\c1ccccc1,14%,-48%,2%,-1%,-1%,-3%,-1%,-2%,-2,-24%,u
CCN(CC)c1nc2c(c(=O)n(C)c(=O)n2C)n1CC(=O)c1ccccc1,14%,-12%,-3%,-5%,1%,5%,-8%,0%,8,0%,1%
COC(=O)c1sc(NC(=O)C2CCCCC2C(=O)O)c(C(=O)OC)c1C (stereo not given),21%,-6%,-9%,0%,-1%,-2%,-1%,0%,-3,0%,1%
CCOC(=O)c1ccc(N2C(=O)CC(N3CCC(C(=O)OCC)CC3)C2=O)cc1 (stereo not given),-44%,3%,3%,5%,-5%,1%,-5%,6%,-2,-8%,2%
Cc1ccc(C)c(S(=O)(=O)N2CCCOC2CNC(=O)C(=O)NC2CC2)c1 (stereo not given),13%,2%,5%,13%,1%,1%,1%,-5%,-2,5%,1%
CNC(=O)c1c(NC(=O)CCS(=O)(=O)c2ccc(F)cc2)sc(C)c1C,x,-22%,x,-11%,-5%,-3%,0%,4%,2,8%,4%
COc1ccc(CCN(C)C(=O)c2c(C)noc2C)cc1OC,x,0%,x,4%,-6%,2%,1%,-4%,-3,30%,-2%
CCN(CC)c1ccc(C2Nc3cccc4cccc(c34)N2)cc1,-41%,-25%,-1%,u,29%,3%,23%,-5%,0,u,11µM*
Cc1ccc(NC(=O)CSCc2nc3c(nnn3Cc3ccc(F)cc3)c(=O)[nH]2)c(C)c1,-15%,-2%,-2%,-2%,-5%,0%,2%,-5%,-3,15%,-4%
CCOC(=O)c1cnc(Nc2ccc(OCC)cc2)nc1C,41%,93%,11%,11%,u,u,25%,0%,0,u,u
Cc1ncccc1C(=O)N1CCCC(CNC(=O)C2(c3ccc(Cl)cc3)CC2)C1 (stereo not given),8%,-1%,-12%,-2%,1%,1%,-8%,0%,1,-1%,1%
Cc1ccc(-c2ccc(SCC(=O)Nc3cc(C)on3)nn2)cc1,0%,18%,-12%,5%,10%,4%,u,-1%,30,u,-21%
COCCNC(=O)C(c1ccc(O)cc1)N(Cc1ccccc1)C(=O)CCC(=O)Nc1ccccn1 (stereo not given),5%,-8%,-4%,5%,-2%,-2%,1%,0%,2,10%,-1%
O=C(Nc1ccc(F)cc1)Nc1nnc(Cc2ccccc2F)s1,-6%[1.91 µM],-28%,28%,x,-2%,-7%,0%,3%,-1,-9%,5%
CCOc1cc(/C=N/N=C2/NC(=O)C(CC(=O)O)S2)ccc1OCc1ccc(Cl)cc1Cl (stereo not given),-22%,-22%,-4%,-1%,-2%,-9%,2%,-19%,-1,25%,-24%
COc1ccc(N=C2SC(CC(=O)Nc3ccccc3F)C(=O)N2Cc2ccco2)cc1 (stereo not given),u,-44%,-9%,-2%,-2%,-3%,-3%,1%,12,23µM*,-2%
CCc1nnc(NC(=O)CSc2nc3cc4c(cc3cc2C)OCCO4)s1,u,0%,-19%,1%,0%,3%,-1%,2%,2,1%,-1%
O=C(OCC(=O)N1CCCc2ccccc21)c1ccccc1[N+](=O)[O-],x,10%,x,u,u,u,u,-5%,u,u,15µM*
Cc1ccc(NC(=O)Cn2cnc3c(NCc4ccccc4)ncnc32)cc1C,x,9%,x,-8%,x,2%,x,1%,x,14%,x
Cc1ccc(NC(=S)N/N=C2\CC(C)(C)Oc3ccc(O)cc32)cc1,5.6µM*,-34%,5µM*,-10%,-7%,0%,-8%,-2%,-2,-16%,-1%
O=C(O)CCC(=O)Nc1nc2ccccc2s1,-19%,4%,-1%,-1%,-5%,0%,-4%,2%,1,3%,-13%
COc1ccc(CCNC(=O)COc2cccc(-n3cnnn3)c2)cc1,x,2%,x,12%,0%,3%,1%,-1%,-5,0%,1%
O=C(COC(=O)c1cc(C(F)(F)F)cc(C(F)(F)F)c1)NCc1ccc(Cl)cc1,-32%,-31%,-20%,5%,-1%,5%,8%,4%,18,29%,0%
Cn1c(N)c(C(=O)c2ccc(F)cc2F)c(=O)n(C)c1=O,u,-14%,2%,-4%,-1%,1%,3%,8%,0,u,4%
O=C1CN(C(=O)N[C@@H](Cc2ccccc2)C(=O)N[C@@H](Cc2ccccc2)C(=O)O)c2ccccc2N1,0%,14%,0%,11%,-2%,-1%,0%,0%,-2,3%,2%

# Compound profiles, from the list above. Order of values: RORgamma inh, BRCA1 expr act, VP16 counter, p53 reactivation, NPC1 promoter act, ELG1 genotox, Rab9 promoter act, Tb PFK block, TRPV1 agonist, ELG1 DNA repair, FLuc counter
# Entry for CCOc1cc(/C=N/N=C2/NC(=O)C(CC(=O)O)S2)ccc1OCc1ccc(Cl)cc1Cl (stereo not given) → -22%, -22%, -4%, -1%, -2%, -9%, 2%, -19%, -1, 25%, -24%
# Entry for Cc1ncccc1C(=O)N1CCCC(CNC(=O)C2(c3ccc(Cl)cc3)CC2)C1 (stereo not given) → 8%, -1%, -12%, -2%, 1%, 1%, -8%, 0%, 1, -1%, 1%
# Entry for COc1ccc(CCNC(=O)COc2cccc(-n3cnnn3)c2)cc1 → x, 2%, x, 12%, 0%, 3%, 1%, -1%, -5, 0%, 1%

# The main list resumes, repeating the two entries before the break.
SMILES,RORgamma inh,BRCA1 expr act,VP16 counter,p53 reactivation,NPC1 promoter act,ELG1 genotox,Rab9 promoter act,Tb PFK block,TRPV1 agonist,ELG1 DNA repair,FLuc counter
Cn1c(N)c(C(=O)c2ccc(F)cc2F)c(=O)n(C)c1=O,u,-14%,2%,-4%,-1%,1%,3%,8%,0,u,4%
O=C1CN(C(=O)N[C@@H](Cc2ccccc2)C(=O)N[C@@H](Cc2ccccc2)C(=O)O)c2ccccc2N1,0%,14%,0%,11%,-2%,-1%,0%,0%,-2,3%,2%
O=C(Nc1ccc(NC(=S)NC(=O)c2cccs2)cc1)c1ccccc1,7.9µM*,35%,16µM*,1%,-3%,8%,2%,-1%,3,u,2%
O=C(/C=C/Nc1ccccc1OC(F)(F)F)C(F)(F)F,2%,-11%,-9%,13%,-3%,-1%,-2%,-1%,0,11%,0%
O=C(c1cc2nc(C3CC3)cc(C(F)(F)F)n2n1)N1CCCC1,36%[0.365 µM],18%,x,12%,-1%,23%,-2%,-4%,2,23%,0%
COc1cc(OC)cc(C(=O)n2nc(C)cc2C)c1,u,10%,-19%,5%,1%,0%,-2%,3%,0,-2%,2%
CN(C)CCNC(=S)Nc1ccc(-c2nc3ccccc3[nH]2)cc1,-44%,u,u,u,2.2µM*,18%,1.6µM*,-2%,-2,u,9.5µM*
COC(=O)Nc1ncc(CN2CCc3ccccc3C2)s1,0%,-4%,-4%,-2%,0%,1%,-2%,4%,-1,-8%,2%[2.3 µM]
Cc1ccc(C)c(NC(=O)c2ccc3c(=O)n4c(nc3c2)CCC4)c1,x,4.5µM*,x,u,u,17%,u,4%,-2,u,15µM*
Cc1[nH][nH]c(=O)c1C(c1c(C)[nH][nH]c1=O)c1cn(Cc2ccc(Cl)c(Cl)c2)c2ccccc12,-29%,-19%,u,-3%,-15%,u,0%,-4%,1,u,-1%
CC(=O)Nc1ccc(S(=O)(=O)NNC(=O)c2cccc(Br)c2)cc1,0%,-5%,-4%,3%,0%,1%,16%,-3%,-2,0%,-15%
Cc1ccc2[nH]c(C(=O)Nc3ccc(F)cc3)cc2c1,10µM*,80%,16%,u,u,3%,u,5%,u,u,u
Cc1nn(-c2ccccc2)c(NC(=O)c2cccs2)c(-c2ccc(Cl)cc2)c1=O,13%,-2%,0%,-8%,-1%,-1%,-1%,-13%,3,5%,0%
